TDP1 inh: inhibitors of human tyrosyl-DNA phosphodiesterase TDP1; AID 485290; Potency, µM (top dose mostly 130 µM), inactives show at the top dose activity change, negative = inhibition, usual class: inhibitors; 350,000 compounds, 0.28% hits; recombinant TDP1, AlphaScreen DNA substrate cleavage; Q9NUW8; also: nearly all actives have a fitted effect of over 40% in size
Target sequence (Q9NUW8 whole entry, looked up): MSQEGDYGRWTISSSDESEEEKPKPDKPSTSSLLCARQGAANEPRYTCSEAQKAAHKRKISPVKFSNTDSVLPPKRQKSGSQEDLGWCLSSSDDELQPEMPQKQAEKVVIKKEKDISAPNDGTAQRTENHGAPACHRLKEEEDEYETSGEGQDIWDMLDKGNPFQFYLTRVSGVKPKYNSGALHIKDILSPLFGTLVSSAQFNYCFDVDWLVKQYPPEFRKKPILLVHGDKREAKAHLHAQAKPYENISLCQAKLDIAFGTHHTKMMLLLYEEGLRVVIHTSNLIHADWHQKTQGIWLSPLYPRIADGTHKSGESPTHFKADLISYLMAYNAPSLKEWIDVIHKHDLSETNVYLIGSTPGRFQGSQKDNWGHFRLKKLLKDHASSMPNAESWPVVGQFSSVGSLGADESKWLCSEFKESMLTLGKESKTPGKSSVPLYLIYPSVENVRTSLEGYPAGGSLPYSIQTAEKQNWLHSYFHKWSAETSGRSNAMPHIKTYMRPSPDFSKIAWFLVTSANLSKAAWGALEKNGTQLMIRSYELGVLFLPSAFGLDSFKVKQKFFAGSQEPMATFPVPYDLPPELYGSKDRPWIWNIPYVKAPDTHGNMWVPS
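Recombinant human Tdp1 (E. coli-expressed, 1 nM final) preincubated with compounds 15 min at room temperature, then 5'-biotin/3'-phosphotyrosine-FITC DNA substrate (15 nM final) added for 5 min. AlphaScreen beads (10 ug/ml final) added 10 min; cleavage lowers signal.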
DT40 TDP1 CPT: growth inhibition of DT40 Tdp1-/-;hTDP1 cells with camptothecin (screen for TDP1 inhibitors) | chicken DT40 Tdp1-/-;hTDP1 cells + 20 nM CPT, ATP luminescence, 48 h | Potency, µM (series often up to 46.2 µM), for inactives: at the highest dose activity change, negative = growth inhibition, hits mostly inhibitors | 420,000 compounds, 12% hits; also: nearly all actives have a fitted effect of over 55% in size
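Chicken DT40 Tdp1-/- cells complemented with human TDP1, 400 cells/well, exposed to compounds plus 20 nM camptothecin for at least 48 h at 37 C; viability read as ATP content by CellTiter-Glo luminescence.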
TDP1 cell noCPT: qHTS for Inhibitors of human tyrosyl-DNA phosphodiesterase 1 (TDP1): qHTS in cells in absence of CPT; DT40 Tdp1-/- hTDP1 cells, no CPT, ATP luminescence, 48 h; Potency, µM (highest dose often 46.2 µM), for inactives: top-dose activity change, negative = growth inhibition, hits mostly inhibitors; 420,000 compounds, 15% hits; also: nearly all actives have a fitted effect of over 55% in size
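Luminescent ATP content (CellTiter-Glo) served as the growth readout. Knockout chicken DT40 cells expressing human TDP1 were exposed to compounds without camptothecin for a minimum 48 hr at 37 °C.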
Starred values were filed as active, the others as inactive; ? = inconclusive; / = no result given; & = joins results of further samples; [ ] = another dose, or the depositor's remark. Calls follow the shape of the dose curve; as a rule, active = well fitted curve in the direction sought with a large enough effect; inconclusive = small, poorly fitted or top-dose-only effect, or another doubt; inactive = no such curve, though single readings can be large; an effect the other way counts as inactive or inconclusive. % is scaled to controls: 0 for no effect and ±100 for the full control effect; potency is read from the fitted curve at half-maximal effect. Random draw from the library. Share with any hit: about 18%.

1) CC1(C)C2CCC1(C)C(OC(=O)c1ccccc1C(=O)O)C2 (configuration not stated)
2) O=C(Nc1nccs1)c1csc([C@H]2C[C@H](O)[C@@H](CO)O2)n1
3) COC(=O)c1ccccc1C(=O)N1CCCC(C(=O)c2cc(F)ccc2F)C1 (configuration not stated)
4) COc1ccc(CC(=O)NCc2ccc3c(c2)CCN3C(=O)c2ccc(Cl)cc2)cc1
5) COc1cccc(NC(=O)N(CCCN2CCOCC2)C(C)c2cc3ccccc3o2)c1 (configuration not stated)
assay / compound,1,2,3,4,5
TDP1 inh,0%,/,3%,5%,2%
DT40 TDP1 CPT,-1%,1%,0%,-11%,?
TDP1 cell noCPT,-4%,2%,?,-5%,?

Complete entries, looked up by structure:
COc1cccc(NC(=O)N(CCCN2CCOCC2)C(C)c2cc3ccccc3o2)c1 (configuration not stated) in the list: TDP1 inh: 2%; DT40 TDP1 CPT: ?; TDP1 cell noCPT: ?
CC1(C)C2CCC1(C)C(OC(=O)c1ccccc1C(=O)O)C2 (configuration not stated) in the list: TDP1 inh: 0%; DT40 TDP1 CPT: -1%; TDP1 cell noCPT: -4%
O=C(Nc1nccs1)c1csc([C@H]2C[C@H](O)[C@@H](CO)O2)n1 in the list: TDP1 inh: /; DT40 TDP1 CPT: 1%; TDP1 cell noCPT: 2%

Other compounds follow:
6) Cc1ccc(CNc2nc(-c3ccco3)nn2S(C)(=O)=O)cc1
7) O=C(COC(=O)CCN1C(=O)/C(=C\C=C\c2ccccc2)SC1=S)Nc1ccc(Br)cc1
8) Cc1ccc(S(=O)(=O)N2C[C@H]3C(=O)C[C@@H](c4cccc(Cl)c4)N(S(=O)(=O)c4ccc(C)cc4)[C@H]3C[C@H]2c2ccccc2)cc1
9) CCOC(=O)c1c(-c2ccccc2)oc2ccc(OCC(=O)O)cc12
10) O=C(Cc1n[nH]c(=O)[nH]c1=O)N/N=C/c1c(O)ccc2ccccc12
assay / compound,6,7,8,9,10
TDP1 inh,1%,0%,/,/,2%
DT40 TDP1 CPT,6%,-4%,-2%,7%,19%
TDP1 cell noCPT,-6%,3%,-8%,-4%,-1%

11) O=C(c1ccc(S(=O)(=O)N2CCOCC2)cc1)N1CCc2ccccc2C1
12) CC(C)(C)c1ccc(CC(=O)N2CCC2(C)C(=O)NCc2ccc3c(c2)OCO3)cc1 (configuration not stated)
13) COC(=O)[C@@H](NC(=O)N(C1CCCCC1)C1CCCCC1)C(C)C
14) O=C(CN1CCN(Cc2ccc(F)cc2)C1=O)NCc1ccc(F)cc1
15) CC(=O)Nc1ccc(NC(=O)C(C)Sc2n[nH]c(=O)n2Cc2ccccc2)cc1 (configuration not stated)
assay / compound,11,12,13,14,15
TDP1 inh,6%,/,-4%,3%,4%
DT40 TDP1 CPT,3%,?,11µM*,-27%,-6%
TDP1 cell noCPT,-29%,?,13µM*,-14%,-8%

16) CC(=O)O/N=C(/c1nonc1N)N(C)C
17) CCOC(=O)C1=C(C)NC(=O)C(C(N)=O)C12CCCCC2 (configuration not stated)
18) O=C(Nc1cccc2ccccc12)N1N=CCC1c1ccccc1 (configuration not stated)
19) Clc1ccc(OCc2nc3ccccc3[nH]2)cc1
20) COc1ccc(C(=S)N2CCN(C)CC2)cc1
assay / compound,16,17,18,19,20
TDP1 inh,0%,4%,/,/,-2%
DT40 TDP1 CPT,25%,-1%,0%,4%,-1%
TDP1 cell noCPT,0%,8%,-27%,?,-2%

21) CC(C)CN(C(=O)COC(=O)c1ccc2ccccc2n1)C1CCS(=O)(=O)C1 (configuration not stated)
22) CC1CCCCC12NC(=O)N(CC(=O)N1CCc3ccccc3C1)C2=O (configuration not stated)
23) CSc1nnc2c(n1)OC(c1ccc(C(=O)O)cc1)N(C(C)=O)c1ccccc1-2 (configuration not stated)
24) N#Cc1ccc(CN2CCN(C(=O)c3ccc(S(=O)(=O)NCc4ccco4)cc3)CC2)cc1
25) OC[C@H]1NC[C@@H](O)[C@@H](O)[C@H]1O
assay / compound,21,22,23,24,25
TDP1 inh,0%,-2%,5%,4%,8%[56.1 µM]
DT40 TDP1 CPT,25%,0%,30%[activator],10µM*,-5%
TDP1 cell noCPT,4%,-1%,1%,2.6µM*,-14%

26) CC(=O)C1=C(O)C(=O)N(c2ccc(Br)cc2)C1c1ccc(Br)cc1 (configuration not stated)
27) CCOCc1nnc(NC(=O)CSc2ccccc2)s1
28) COc1ccc(Br)cc1/C=N/NC(=O)CNC(=O)/C=C/c1ccccc1
29) COCCn1c(N2CCN(c3ccc(OC)cc3)CC2)nc2c1c(=O)[nH]c(=O)n2C
30) CC(=O)/C(=N/Nc1ccccc1)N1CCOCC1
assay / compound,26,27,28,29,30
TDP1 inh,9%,-3%,7%,2%,5%
DT40 TDP1 CPT,1%,-9%,16µM*,?,-17%
TDP1 cell noCPT,7%,-6%,13µM*,-18%,-5%

31) COc1ccc(NC(=O)COC(=O)c2cccc(S(=O)(=O)N3CCCCC3)c2)c(OC)c1
32) CCn1cc(C(=O)NC2CCCCC2C)c(=O)c2ccc(C)nc21 (configuration not stated)
33) COc1ccc(NC(=O)CCNC(=O)c2ccccc2Cl)cc1S(=O)(=O)N1CCCCC1
34) COc1cc(OC)c2c(c1)C(=O)OC2
35) CC(C)c1ccc(C(=O)N2CCN(CCO)CC2)cc1
assay / compound,31,32,33,34,35
TDP1 inh,-6%,1%,/,0%,0%
DT40 TDP1 CPT,-19%,?,-16%,-2%,-10%
TDP1 cell noCPT,24%,11µM*,-13%,7%,-14%

36) COc1ccc(NC(=O)CSc2nnc(Cn3c(=O)sc4ccccc43)n2C)cc1OC
37) COc1cccc(C(=O)Nc2ccc3nc4n(c(=O)c3c2)CCCCC4)c1
38) CC(C)CC(=O)NCC(c1ccc2c(c1)OCO2)N1CCN(c2ccc(F)cc2)CC1 (configuration not stated)
39) COc1ccc(C2SCC(=O)N2c2ccccc2)cc1 (configuration not stated)
40) Cc1ccc(-c2noc(CN(C(=O)c3cccc(Br)c3)C(C)C)n2)cc1
assay / compound,36,37,38,39,40
TDP1 inh,3%,3%,2%,/,1%
DT40 TDP1 CPT,1%,21µM*,16µM*,-3%,?
TDP1 cell noCPT,3%,21µM*,26µM*,12%,?

41) Cc1ccc(Cl)cc1N1CCN(c2ncnc3onc(-c4ccc(F)cc4)c23)CC1
42) CCc1nc2ccc(C(=O)NCc3ccc4c(c3)OCO4)cn2c1N(CC)CCOC
43) CC(C(=O)Nc1ccc2c(c1)OCCO2)N(C)Cc1c(F)cccc1Cl (configuration not stated)
44) Cc1ccccc1C(=O)Oc1cc(N)n(S(=O)(=O)c2ccccc2)n1
45) CCCCC1(CC)COC(c2ccccc2)OC1 (configuration not stated)
assay / compound,41,42,43,44,45
TDP1 inh,2%,/,-1%,0%,/
DT40 TDP1 CPT,-1%,?,?,-12%,7%
TDP1 cell noCPT,-7%,?,?,14%,?

46) COc1ccccc1Nc1nc(N)nc(CN2CCOCC2)n1
47) N#CCc1ccc(OC(=O)c2ccncc2)cc1
48) O=C(C[n+]1cccc(C(=O)N/N=C/c2ccc(Br)cc2)c1)c1ccccc1
49) CSc1ccccc1NC(=O)CN(C)C(=O)CCc1c[nH]c2ccccc12
50) O=C(N/N=C/c1ccc2c(c1)OCO2)/C(=C/c1ccc2c(c1)OCO2)NC(=O)c1ccccc1
assay / compound,46,47,48,49,50
TDP1 inh,5%,/,4%,/,-1%
DT40 TDP1 CPT,0%,-9%,-1%,?,?
TDP1 cell noCPT,-5%,-9%,-11%,-25%,?

51) O=S(=O)(NCCCc1ccccc1)c1ccccc1
52) CCN(CC)C(=O)[C@H]1CC(CC(=O)NC(C)(C)C)C(=O)N2CCc3c([nH]c4ccc(OC)cc34)[C@]12C (some centres not stated)
53) CC1(C)CC(=O)C(C=Nc2ccccc2C(=O)O)=C(O)C1
54) Cc1cc(C)c2c(=O)n3c(nc2c1)C(C)NC(=O)c1cccnc1-3 (configuration not stated)
55) CNC(=O)COC(=O)/C=C/c1c(C)nn(-c2ccccc2)c1C
assay / compound,51,52,53,54,55
TDP1 inh,2%,1%[56.1 µM],0%,/,1%
DT40 TDP1 CPT,-6%,20%,5%,12%,-27%
TDP1 cell noCPT,2%,4%,-12%,-7%,?

56) COc1cccc(C2c3[nH]c4ccccc4c3CCN2Cc2cccn2-c2ncccn2)c1 (configuration not stated)
57) O=C(CN1C(=O)NC2(CCCCCC2)C1=O)NCc1ccc(F)cc1
58) O=C(NCc1cccc(F)c1)c1cccc(NC(=O)c2nsc3ccccc23)c1
59) Cc1ccc(-c2cc(C(=O)N3CC(C)CC(C)C3)c3ccccc3n2)o1 (configuration not stated)
60) O=C(Cc1ccccc1F)Nc1ccccc1-c1ccccc1
assay / compound,56,57,58,59,60
TDP1 inh,10%,0%,5%,-14%,2%
DT40 TDP1 CPT,?,14%,23µM*,?,4%
TDP1 cell noCPT,?,4%,23µM*,18µM*,-19%

61) O=C(Nc1ccccc1Br)C1CC(=O)N(c2ccc3c4c(cccc24)CC3)C1 (configuration not stated)
62) CCOC(=O)C1CCCN(Cc2ccc(OCc3ccccc3)c(OC)c2)C1 (configuration not stated)
63) CC1(C)C[C@@H]1C(=O)N/C(=C\CCCCSC[C@H](N)C(=O)O)C(=O)O
64) Cc1nnc2ccc(-c3cccc(NC(=O)c4ccc(Br)o4)c3)nn12
65) CCOC(=O)[C@]12CCCC=C1N(Cc1ccc3c(c1)OCO3)C(=O)[C@H](CC(=O)N1CCCCC1)C2
assay / compound,61,62,63,64,65
TDP1 inh,5%,/,/,5%,/
DT40 TDP1 CPT,23µM*,?,-15%&11%&-5%,?,13µM*
TDP1 cell noCPT,21µM*,?,-10%&-3%&-4%,23µM*,15µM*

66) COc1ccc2c(c1)C(=O)N(c1ccccc1)C(=O)C2
67) Cc1cc(=O)oc(C)c1C(=O)NNC(=O)C1(C)CC1Br (configuration not stated)
68) O=C(CN1C(=O)CSc2ccc(S(=O)(=O)N3CCCCC3)cc21)NCc1cccnc1
69) CCOC(=O)c1ccc(NC(=O)C(CC)Sc2nc3ccncc3[nH]2)cc1 (configuration not stated)
70) O=C(NCC(c1ccc2c(c1)OCO2)N1CCN(c2ccccc2)CC1)C(=O)Nc1cccc(F)c1 (configuration not stated)
assay / compound,66,67,68,69,70
TDP1 inh,8%,8%,0%,8%,8%
DT40 TDP1 CPT,-27%,6%,-15%,?,-20%
TDP1 cell noCPT,-9%,-18%,14%,-35%,?

71) Cc1ccc(C)c(NC(=O)/C(C#N)=C/c2cn(CC(=O)NCc3ccco3)c3ccccc23)c1
72) Cc1cccc(CN2C(=O)N/C(=C/c3cc(C)n(-c4cc(C)ccn4)c3C)C2=O)c1
73) CCc1ccc(NC(=O)c2cnn(-c3c(C)cccc3C)c2C2CCNCC2)cc1
74) COc1ccc(/C=N/NC(=O)c2cccc([N+](=O)[O-])c2)cc1OC(=O)c1ccccc1
75) CC[C@H](C)C1OC(=O)[C@@H](C)[C@@H](CC)NC(=O)[C@H](C)N(C)C(=O)C(C)(C)C(=O)C(C)NC(=O)[C@H](Cc2ccc(OC)cc2)N(C)C(=O)[C@H](C(C)C)N(C)C(=O)CNC(=O)[C@H](CC(C)C)N(C)C(=O)CNC1=O (some centres not stated)
assay / compound,71,72,73,74,75
TDP1 inh,0%,10%,2%,8%,/
DT40 TDP1 CPT,16µM*,?,?,16µM*,0.15µM*
TDP1 cell noCPT,?,23µM*,23µM*,15µM*,0.18µM*

76) COc1ccc(CC2SC(=Nc3ccc(F)cc3)NC2=O)cc1 (configuration not stated)
77) CC(C)Cn1ccc(=O)n(CC(C)C)c1=O
78) CC[C@@]1(C(=O)OC)N[C@H](CN(C)C(=O)c2ccc(F)cc2)[C@@H]2C(=O)N(Cc3ccccc3)C(=O)[C@@H]21
79) COc1ccccc1OC(=O)CCN1c2ccccc2Sc2ccccc21
80) Cn1c(=O)c(-c2cc(Br)ccc2N)nc2ccccc21
81) COc1ccc(NC(=O)C[C@H]2C(=O)N(c3ccc(OC)cc3)C[C@@H]2c2ccc(Br)cc2)cc1
82) CCOC(=O)c1c(NC(=O)/C=C/c2ccc(Cl)cc2)sc2c1CCC(C)C2 (configuration not stated)
assay / compound,76,77,78,79,80,81,82
TDP1 inh,5%,-8%,-1%,-1%,5%,/,2%[12.3 µM]
DT40 TDP1 CPT,-7%,7%,-21%,0%,-23%,?,11%
TDP1 cell noCPT,?,-29%,-8%,-18%,?,23µM*,-1%

High-throughput results: PubChem, National Center for Advancing Translational Sciences (NCATS)
